# mHTT CaM bind: inhibitors of human mutant huntingtin-calmodulin interaction; P42858; AlphaScreen His-mHTT/GST-CaM binding, luminescence; inhibition, % at 15 µM; 3.6% of 190,000 active; AID 1671202;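 note: 0% = both proteins with DMSO and 100% = one protein alone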
# Pf apPOL inh: Pf-apPOL DNA polymerase inhibition | inhibition, % at 10 µM | Recombinant Pf-apPOL, molecular beacon fluorescence, 1.5 h | AID 1794808 | 0.25% of 210,000 active
# Starred values were filed as active, the others as inactive; nt = no result given; & = joins results of further samples. Cut-off read from the data, not from the text of the source: active = inhibition above about 50%; inactive = the rest. An excerpt (hit frequency here may not be typical).
SMILES,mHTT CaM bind,Pf apPOL inh
Cc1ccc2c(c1)NC(=O)c1cc(NS(=O)(=O)c3ccccc3F)ccc1O2,0,-7
CCc1ccc(/C=c2\sc3nc(=O)c(C)nn3c2=O)cc1,-1,2
O=C(CCc1nc2ccccc2n(Cc2ccc(F)cc2)c1=O)NCc1ccc2c(c1)OCO2,-1,-3
COc1cccc(C2=NOC(C(=O)N3CCN(Cc4ccccc4)CC3)C2)c1 (stereo unspecified),0,2
CC(=O)N1CCN(c2nc3c(s2)CC(C(=O)Nc2cc(C)cc(C)c2)CC3)CC1 (stereo unspecified),17,-3
Cn1c(SCC(=O)n2c3c(c4ccccc42)CCCC3)nnc1-c1ccc(N)cc1,16,-3
C=C(C)CN(CC)Cc1cccc([N+](=O)[O-])c1,-13,-3
COc1ccc(CCC(=O)NCc2ccco2)cc1,4,3
OC(CNCC1COc2ccccc2O1)COc1ccccc1 (stereo unspecified),1,20
O=C(Nc1cccc(N2CC(C(=O)Nc3ccc(C(F)(F)F)cc3)CC2=O)c1)C1CCC1 (stereo unspecified),-3,-6
Cc1c(C(=O)N2CCN(c3ccccn3)CC2)sc2ncn(Cc3ccccc3F)c(=O)c12,30,-5
COc1cccc(CNC(=O)CN(C)S(=O)(=O)c2ccc(Br)s2)c1,-1,4
COc1ccc(-n2nc(C(=O)Nc3ccc(OC)c(Cl)c3)c3ccccc3c2=O)c(OC)c1,0,2
O=C(NCc1ccc(Cl)cc1)OCCN1C(=O)CCC12CCC(c1ccccc1)CC2 (stereo unspecified),48,-11
COc1cccc2sc(=NC(=O)c3cccc(C)c3)n(C)c12,-4,-4
COc1cc(C2=NOC(C(=O)NC3CCCC3)C2)cc(OC)c1OC (stereo unspecified),-9,-5
O=[N+]([O-])c1ccc(-c2nc(NCC3CCCO3)c3ccccc3n2)cc1 (stereo unspecified),12&2,-2&-2
O=C(c1ccc(F)cc1F)N1CCC(CCOc2cccc(F)c2)CC1,-19,-5
CCc1ccc(NC(=O)c2cn3c(n2)CCCC3)cc1,3,-16
COc1cccc(OCCCOc2ccc(C)cc2[N+](=O)[O-])c1,-56,-14

# Compounds from the list above that have fluorine, in the order listed:
SMILES,mHTT CaM bind,Pf apPOL inh
Cc1ccc2c(c1)NC(=O)c1cc(NS(=O)(=O)c3ccccc3F)ccc1O2,0,-7
O=C(CCc1nc2ccccc2n(Cc2ccc(F)cc2)c1=O)NCc1ccc2c(c1)OCO2,-1,-3
O=C(Nc1cccc(N2CC(C(=O)Nc3ccc(C(F)(F)F)cc3)CC2=O)c1)C1CCC1 (stereo unspecified),-3,-6
Cc1c(C(=O)N2CCN(c3ccccn3)CC2)sc2ncn(Cc3ccccc3F)c(=O)c12,30,-5
O=C(c1ccc(F)cc1F)N1CCC(CCOc2cccc(F)c2)CC1,-19,-5

# In another format: 2 of the compounds above
SMILES | mHTT CaM bind | Pf apPOL inh
COc1cccc(C2=NOC(C(=O)N3CCN(Cc4ccccc4)CC3)C2)c1 (stereo unspecified) | 0 | 2
CC(=O)N1CCN(c2nc3c(s2)CC(C(=O)Nc2cc(C)cc(C)c2)CC3)CC1 (stereo unspecified) | 17 | -3

# Record cards, as listed above.
# COc1cccc(CNC(=O)CN(C)S(=O)(=O)c2ccc(Br)s2)c1 is listed as mHTT CaM bind = -1; Pf apPOL inh = 4
# C=C(C)CN(CC)Cc1cccc([N+](=O)[O-])c1 is listed as mHTT CaM bind = -13; Pf apPOL inh = -3
# COc1cccc2sc(=NC(=O)c3cccc(C)c3)n(C)c12 is listed as mHTT CaM bind = -4; Pf apPOL inh = -4

# Remaining list, next part.
SMILES,mHTT CaM bind,Pf apPOL inh
Cc1nccn1-c1ccc(CNC(=O)c2cc(C)n(C)n2)cc1,6,-3
COc1ccc(OC)c(Nc2cc(-c3ccccc3)nc(N)n2)c1,36,-4
COc1cccc(C2CC(=O)C3=C(C2)Nc2ccccc2NC3c2cccc(F)c2)c1 (stereo unspecified),25,-6
CCOC(=O)c1ccc(NC(=O)COc2cccc3c2CCN(CC)C3=O)cc1,-2,-1
COc1cc(C(=O)Nc2cc(-c3nc4ccccc4o3)ccc2C)cc(OC)c1OC,7,8
CCOC(=O)C(NC(=O)c1cccc(Cl)c1)(OCc1ccccc1)C(F)(F)F (stereo unspecified),nt,-1
COc1ccc(-c2cc(C3CC3)nc(SC)c2C#N)cc1,-11&-7,-1&4
O=[N+]([O-])c1ccc(CSc2n[nH]c(-c3ccccc3)n2)cc1,5,-3
CCCn1ncc(N2CCC(C(=O)Nc3cccc(C)c3C)CC2)cc1=O,6,-2
COc1c(C2=CC(=O)N(C)C2=O)c2c(n1C)C(=O)c1ccccc1C2=O,13,-8&-2
Cc1ccc(-c2nc3ccccc3s2)cc1NC(=O)c1ccc([N+](=O)[O-])o1,4,1
O=C(N1CCC(c2nc(C3CC3)n[nH]2)CC1)C1(c2ccccc2)CC1,-7,8
COc1ccc(S(=O)(=O)Nc2cc(C)c(O)cc2C(C)C)cc1,-1,0
O=C1C(=Cc2ccco2)Oc2c1ccc(O)c2CN1CCN(CCO)CC1,7,5
O=C(CN1C(=O)C2C3CCC(C3)C2C1=O)Nc1ccc([N+](=O)[O-])cc1 (stereo unspecified),-4,-7
Fc1ccccc1N1CCN(Cc2nc(-c3ccc(Cl)cc3Cl)no2)CC1,-24,-4
Cc1nc(NC(=O)C2CCN(c3cc(-n4ccnc4)ncn3)CC2)sc1C(=O)N(C)C,7,3
CC(=O)Nc1ccc(C2SCC(=O)N2c2cccc(F)c2)cc1 (stereo unspecified),-5,1
CCOc1cc(C(=O)Nc2c(C)ccc3nsnc23)cc(OCC)c1OCC,-5,-8
CN(C)c1ccc(/C=C2\NC(=O)NC2=O)cc1Br,0,-4
Nc1ccc2oc(-c3ccc(Cl)cc3Cl)nc2c1,-23,-2
CCc1ccccc1NC(=O)CN(c1ccccc1)S(=O)(=O)c1ccccc1[N+](=O)[O-],8,-3
COc1ccc(Cl)cc1NC(=O)c1cn(C)nc1OC,19,-4
COc1cc(/C=C2\NC(=O)NC2=O)cc(I)c1O,15,1
COc1ccc(NS(=O)(=O)c2ccc([N+](=O)[O-])cc2)cc1Cl,16,-11
CCOc1ccc(NC(=O)N2CCCC(c3cccc(C(=O)NCCN(C)C)c3)C2)cc1 (stereo unspecified),1,-4
COc1ccc(C2=NOC(C(=O)N3CCC(C)CC3)C2)cc1 (stereo unspecified),-3,-4
N#Cc1cn(C2CCN(Cc3ccccc3)CC2)c(=O)[nH]c1=O,nt,-12
COc1ccc(-n2nnnc2SCC(=O)NC(C)(C)C)cc1,-1,-3
COc1cccc(NC(=O)c2cccc3[nH]cc(CN4CCSCC4)c23)c1,6,-3
CNC(=O)Sc1ccccc1Cl,nt,-12
CCn1c(=N)c(C(N)=O)cc2c(=O)n3cccc(C)c3nc21,0,-2
O=C(NCCN1CCc2ccccc2C1)C1CCN(c2nnc3ccccn23)CC1,7,-3
CC(=O)N1C(c2cnc(-c3ccccc3)c(C)c2)CC=C(C)C1c1ccccc1 (stereo unspecified),37,1
COc1ccc(-n2c(CN3CCN(C(=O)NCc4ccco4)CC3)nc3cccnc32)cc1,7,-1
O=C(CSc1nnc(NC(=O)C2(c3cccs3)CCCC2)s1)c1ccccc1,-17,0
CCOc1ccc(C(=O)Nc2ccc(NC(=O)c3ccccc3)c(C)c2)cc1,-3,-2
O=C(C1CCCN(S(=O)(=O)c2cccs2)C1)N1CCc2ccccc2C1 (stereo unspecified),1,-1
CCc1ccc(-c2nc3cc(N)ccc3o2)cc1,13,-17
C=CCOC(=O)COc1ccc2c(c1)OC(=Cc1cccc(OC)c1OC)C2=O,2,-3
CCCSc1nc2c(c(C(F)(F)F)c1C#N)CCCCCC2,-12,nt
COc1ccc(CNc2ccc3c(c2)CCC3)cc1OC,63*,8
COc1ccc(C2CCCN2C(=O)Nc2cc(C)ccc2OC)cc1 (stereo unspecified),3,-5
O=C(CS(=O)(=O)c1cccc2nsnc12)N1CC(=O)N(CCc2ccccc2)C(=O)C1,2,48
C=C(C)Cn1c(=O)c2c(nc3n(-c4ccc(S(N)(=O)=O)cc4)c(C)c(C)n23)n(C)c1=O,12,0
COc1ccc(-n2nc3c(c2NC(=O)COc2ccc(Cl)cc2)CS(=O)(=O)C3)cc1,-4,-6
O=C1c2ccc(Oc3ccc([N+](=O)[O-])cc3)cc2C(=O)N1c1nccs1,4,-2
COc1ccc(C2(CNC(=O)C(=O)NCCC3=CCCCC3)CCCC2)cc1,-15,-7
CC1CN(C(=O)Nc2c(F)cccc2F)CC1c1nc(-c2ccncc2)no1 (stereo unspecified),-3,4
Cc1nnc(NC(=O)c2ccc(C(C)C)cc2)s1,2,-7
CCOc1ccc(CN2CCc3nc(Nc4cccc(OC)c4)ncc3C2)cc1,20,-12
O=C(NCc1cccs1)c1ccc2c(c1)NC(=O)C1CCCCN21 (stereo unspecified),-4,2
O=C(Nc1cc(Cl)cc(Cl)c1)c1ccc(F)c(S(=O)(=O)NCc2ccc(F)cc2)c1,53*,39
O=C1OC(c2ccc([N+](=O)[O-])cc2)=N/C1=C\c1ccccc1I,-1,4
O=C(c1cccs1)N1CCCC(c2nncn2Cc2ccccc2)C1 (stereo unspecified),2,-4
ON=Cc1cc(Br)cs1,nt,-9
COC(=O)c1c2c(nc3c1c(C)nn3C1CCS(=O)(=O)C1)CCC2 (stereo unspecified),-14,-2
O=C(NC1CCCCCC1)C1CCN(c2cncnc2N2CCCCC2)CC1,2,-4
Cc1ccc(C2=NN(C(=O)CN3CCC(C(N)=O)CC3)C(c3ccccc3)C2)c(C)c1 (stereo unspecified),56*,-2
O=C(Nc1ccc(C2(C(=O)NCc3ccccn3)CCCCC2)cc1)C1CC1,-3,-6

# Next part:
SMILES,mHTT CaM bind,Pf apPOL inh
COc1cc2cc(C3CC(c4ccco4)=NN3S(C)(=O)=O)c(Cl)nc2cc1OC (stereo unspecified),25,2
CS(=O)(=O)N1CCCC(OCc2nc(-c3ccccc3)no2)C1 (stereo unspecified),-15,-2
CN(C)C1CN(C(=O)C2CC2)CCC1(O)c1ccccc1 (stereo unspecified),-2,-4
Cc1nn(C(=O)c2ccccc2)c(C)c1Oc1ccc(Cl)cc1,nt,4
O=C(Nc1ccc(F)cc1F)C1Oc2ccccc2NC1=O (stereo unspecified),-4,1
O=C1N/C(=C\c2cccc([N+](=O)[O-])c2)C(=O)N1Cc1ccc(Br)cc1,5,2
Cc1ccccc1CNC(=O)C1(C)CCCN(S(=O)(=O)c2ccc(F)c(Cl)c2)C1 (stereo unspecified),84*,-2
CCCCN(CC)S(=O)(=O)c1ccc(F)cc1,-27,-9
O=C(Cc1ccc([N+](=O)[O-])cc1)Nc1nccs1,nt,-4
COc1ccc(NC(=O)c2ccc(N3CCNC(c4ccccc4)C3)nc2)cc1OC (stereo unspecified),20,-4
C=CCc1ccccc1OCC(O)CN1CCN(c2ccc(F)cc2)CC1 (stereo unspecified),75*,-13
COc1ccc(CN2CC(C(=O)NC(C)(C)C)CC2=O)cc1 (stereo unspecified),-2,-7
O=C(c1ccccc1OCC1CCN(C(=O)C2CCCC2)CC1)N1CCCCC1,5,2
Cn1c(=O)c2c(nc(N3CCCC3)n2Cc2ccc(F)cc2)n(C)c1=O,2,0
O=C(Nc1ccccc1Br)C1CCN(c2ccncc2)CC1,-4,6
O=C(O)Cc1c(C(=O)O)[nH]c2ccccc12,-7,4
CC(Oc1cccc(Cl)c1)C(=O)Nc1ccc([N+](=O)[O-])cc1Cl (stereo unspecified),4,-4
Cc1ccccc1NC(=O)CN1CCC(c2nc(-c3ccc(F)cc3)no2)CC1,-7,-1
COc1cccc2c1NC(c1ccc(Br)cc1)C1CC=CC21 (stereo unspecified),58*,5
COc1ccccc1C(=O)N1CCN(c2ccc([N+](=O)[O-])cc2)CC1,12,-2
OCCCNCc1ccccc1,0,-4
Cc1ccc(C)c(NS(=O)(=O)Cc2ccccc2)c1,-12,0
CCN(CC)C(=O)c1c[nH]c2ccc(S(=O)(=O)Nc3ccccc3C)cc2c1=O,16,-17
O=C(Nc1cnc(N2CCCC2)nc1)c1cccs1,-4,-5
COc1ccc([N+](=O)[O-])cc1N(CC(O)CN1CCOCC1)S(=O)(=O)c1ccc(C)cc1 (stereo unspecified),26,-1
Oc1[nH]c2ccccc2c1C=NCc1ccc(F)cc1,24,-2
CC(C)CCC(=O)N1CCC(c2nc3ccncc3n2C)C1 (stereo unspecified),4,-6
Cc1ccc(CNC(=O)N2CCCC2c2nc(-c3ccccc3)no2)cc1 (stereo unspecified),7,0
O=C(CCSc1ccccc1)NCCn1nc(-c2ccc(Cl)cc2)ccc1=O,-16,-11
C=CCNS(=O)(=O)c1cc(C(=O)Nc2cc(Cl)cc(Cl)c2)ccc1F,5,35
COCCNC(=O)c1cccnc1SCC(=O)Nc1ccccc1C(F)(F)F,2,-5

# Given with two lines to a compound: entries from further up
# The line under a structure holds: mHTT CaM bind | Pf apPOL inh
- COCCNC(=O)c1cccnc1SCC(=O)Nc1ccccc1C(F)(F)F
 : 2 | -5
- OCCCNCc1ccccc1
 : 0 | -4
- O=C(CCSc1ccccc1)NCCn1nc(-c2ccc(Cl)cc2)ccc1=O
 : -16 | -11
- O=C(Nc1cnc(N2CCCC2)nc1)c1cccs1
 : -4 | -5
- C=CCNS(=O)(=O)c1cc(C(=O)Nc2cc(Cl)cc(Cl)c2)ccc1F
 : 5 | 35
- COc1ccc([N+](=O)[O-])cc1N(CC(O)CN1CCOCC1)S(=O)(=O)c1ccc(C)cc1 (stereo unspecified)
 : 26 | -1
- Oc1[nH]c2ccccc2c1C=NCc1ccc(F)cc1
 : 24 | -2
